Fam108B counter: counter-screen for RBBP9 inhibitors: inhibitors of mouse Fam108B. recombinant Fam108B, FP-Rh probe fluorescence polarization. inhibition, % at 9.51 µM. 300,000 compounds, 0.33% hits. AID 1947;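 active = inhibition above the screen mean inhibition plus 3 SD, computed separately per campaign, cut at about 18% in these data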;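 also: inhibitors lower polarization as less probe binds the enzyme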
MCL1-BIM inh: MCL1-BIM-BH3 interaction inhibition (human) | Q07820 | 320,000 compounds, 0.68% hits | GST-MCL1 / FITC-Bim-BH3 fluorescence polarization | inhibition, % at 10.9 µM | AID 2057;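 active = inhibition above the mean inhibition of all tested compounds plus 3 SD, set per campaign, cut at about 40% in these data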;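 also: 0% = DMSO wells and 100% = unlabeled Bim-BH3 peptide control; higher means more loss of mP so more displacement of Bim peptide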
Target sequence (Q07820 whole entry, looked up): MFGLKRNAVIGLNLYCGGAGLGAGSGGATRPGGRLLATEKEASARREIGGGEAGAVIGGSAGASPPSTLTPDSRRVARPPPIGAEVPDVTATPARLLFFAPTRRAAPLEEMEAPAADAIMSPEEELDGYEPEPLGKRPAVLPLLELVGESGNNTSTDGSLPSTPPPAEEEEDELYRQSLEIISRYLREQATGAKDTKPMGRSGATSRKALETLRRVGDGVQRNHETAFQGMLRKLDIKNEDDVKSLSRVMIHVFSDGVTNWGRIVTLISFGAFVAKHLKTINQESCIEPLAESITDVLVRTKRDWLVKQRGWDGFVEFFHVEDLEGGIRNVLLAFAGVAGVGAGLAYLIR
GLD-1 RNA inh: GLD-1-TGE RNA interaction inhibition (C. elegans); purified GLD-1 + fluorescein TGE RNA, fluorescence polarization; 320,000 compounds, 0.44% hits; inhibition, % at 5.96 µM; AID 2280; Q17339;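 active = percent inhibition above a per-plate cutoff, the plate mean of test compounds plus 3 SD, cut at about 30% in these data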;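 also: 0% = DMSO wells with GLD-1 and probe and 100% = wells lacking GLD-1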
ZTA DNA inh: blocks Epstein-Barr virus ZTA, an EBNA-1 counter-screen; AID 2234; ZTA-DNA binding, fluorescence polarization; P03206; 320,000 compounds, 0.15% hits; inhibition, % at 11 µM; in the data active = inhibition above about 33%
Target sequence (P03206 whole entry, looked up): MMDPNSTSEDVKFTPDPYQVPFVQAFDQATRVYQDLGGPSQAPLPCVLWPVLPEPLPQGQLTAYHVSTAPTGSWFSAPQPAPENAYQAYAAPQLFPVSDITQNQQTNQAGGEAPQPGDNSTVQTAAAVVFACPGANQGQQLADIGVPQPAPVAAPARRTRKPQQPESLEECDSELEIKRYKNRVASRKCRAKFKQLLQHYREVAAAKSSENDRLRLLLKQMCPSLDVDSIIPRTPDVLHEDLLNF
Efflux pump mplx: antifungal efflux pump inhibition, Nile Red retention; S. cerevisiae Candida pump triplex; inhibition, % at 10 µM; 330,000 compounds, 0.44% hits; AID 485275;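 active = plate passing quality check with inhibition over a set limit, or well fluorescence over plate mean plus 4 SD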;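 also: Nile Red retained in pooled yeast measured as flow cytometry median fluorescence; 0% = buffer negative control and 100% = Enniatin B positive control; higher means more Nile Red kept so more efflux inhibition; some compounds called inactive have numbers as strong as hits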
MEX-5 binding: C. elegans MEX-5 TCR-2 RNA binding activity; Q9XUB2; MEX-5/FITC-TCR2 RNA binding, fluorescence polarization; hits give low values; activity score (negative = inhibition of binding), % at 10 µM; 300,000 compounds, 0.38% hits; AID 1832;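 active = inhibition past about -25% in most replicates, and total fluorescence under double the plate's negative control median, limit read from the data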;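 also: 0% = DMSO and -100% = 5 µM competing unlabeled TCR2 RNA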
EBNA-1 inh: blocks EBNA-1 binding to DNA. EBNA-1 DNA binding, fluorescence polarization. inhibition, % at 14.8 µM. 300,000 compounds, 0.34% hits. AID 1950; in the data active = inhibition above about 28%
BCLXL inh: Bcl-xL (human) inhibition | Q07817 | GST-Bcl-xL / FITC-Bim BH3 peptide fluorescence polarization | inhibition, % at 10.9 µM | 320,000 compounds, 0.7% hits | AID 2129;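 active = inhibition above the mean of all tested compounds plus 3 SD, cutoff set per campaign, cut at about 30% in these data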;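 also: 0% = DMSO wells and 100% = unlabeled Bim-BH3 peptide competitor; inhibitors lower millipolarization by displacing the labeled peptide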
Target sequence (Q07817 whole entry, looked up): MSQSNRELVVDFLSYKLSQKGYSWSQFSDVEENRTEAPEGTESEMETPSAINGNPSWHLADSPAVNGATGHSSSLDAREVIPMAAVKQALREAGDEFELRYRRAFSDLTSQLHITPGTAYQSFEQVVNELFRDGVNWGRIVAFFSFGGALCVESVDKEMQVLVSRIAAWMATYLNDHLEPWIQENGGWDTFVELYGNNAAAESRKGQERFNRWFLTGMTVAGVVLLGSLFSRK
Yeast superoxide: lowers age-related superoxide in aged yeast cells; S. cerevisiae aged cells, superoxide DHE fluorescence; hits give low values; superoxide response (% of plate mean), % at 10 µM; 330,000 compounds, 0.18% hits;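 active = superoxide response under a set limit, about three screen SD below normal, cut at about 65% in these data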;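 also: yeast aged for seven days with compound at 30 °C before DHE staining; 100% = average MFI of all compound-treated wells on the plate with controls excluded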
The depositor's hits bear a star; . = not tested or not shown.

SMILES	Fam108B counter	MCL1-BIM inh	GLD-1 RNA inh	ZTA DNA inh	Efflux pump mplx	MEX-5 binding	EBNA-1 inh	BCLXL inh	Yeast superoxide
Cn1ncc(Br)c1C(=O)N1CCOCC1	-5.4	-3.4	-0.9	8.2	0.1	-1.0	2.5	3.0	97.5
COc1cccc(-c2nn(-c3ccccc3)cc2CN(C)C(C)c2ccon2)c1 (stereo not given)	-1.6	-2.3	6.6	1.7	0.0	-1.6	1.6	6.4	110.6
CSc1ccc(S(=O)(=O)NCC(=O)OC(C)C(=O)NCc2ccccc2)cc1[N+](=O)[O-] (stereo not given)	-3.8	3.4	1.8	-10.6	-0.1	-0.9	6.0	9.3	101.3
O=C(CCN1CCOCC1)Nc1ccc2c(c1)CCC2	3.9	4.8	-4.6	13.4	-0.1	2.6	4.0	4.5	86.4
NNC(=O)CCc1nc2ccccc2[nH]1	-4.2	0.6	-5.3	-22.4	-0.1	-1.1	1.1	4.6	116.0
Cc1c(N=Cc2ccc(O)c(Br)c2)cccc1[N+](=O)[O-]	8.0	5.1	-0.8	-20.2	-0.1	-1.5	-8.8	2.8	122.5
COc1ccc(NC(=S)c2ccc(N(C)C)cc2)cc1	3.2	12.4	-5.6	6.2	-0.1	-2.5	15.3	-0.1	98.9
CS(=O)(=O)N1CCCC(C(=O)Nc2ccc(Br)cc2F)C1 (stereo not given)	0.6	5.2	9.8	2.0	-0.1	2.8	-9.6	6.5	103.1
Cc1c(NC(=O)CN2C(=O)c3ccccc3C2=O)c(=O)n(-c2ccccc2)n1C	-27.9	6.8	-4.9	-1.2	-0.1	-0.6	0.8	7.3	115.1
O=C1S/C(=C\c2ccc(O)c([N+](=O)[O-])c2)C(=O)N1Cc1cccc([N+](=O)[O-])c1	13.4	5.7	7.1	0.2	0.2	-2.6	0.7	6.9	102.3
O=C(Nc1ccc2c(c1)OCCO2)c1ccc2ccccc2n1	3.2	2.4	6.0	-0.7	-0.1	.	3.2	0.2	96.8
CCCS(=O)(=O)c1nnnn1-c1cccc(OC)c1	-3.5	0.3	-1.5	-4.0	0.0	0.2	6.7	0.2	123.0
COC(=O)c1ccc(CSC2=NCCS2)cc1	1.6	-9.1	-0.1	-5.0	0.0	-0.1	-2.3	-0.8	98.5
CS(=O)(=O)c1ccc(C2=C(c3ccccc3)C(=O)OC2)cc1	9.3	-1.9	-3.5	6.8	0.0	-3.7	-3.8	-2.6	94.6
Cc1ccc(S(=O)(=O)Nc2cc(C(C)C)c(O)cc2C)cc1	-1.3	4.7	3.1	0.3	0.1	-1.7	3.2	7.6	94.4
Cc1ccc(S(=O)(=O)N(C)CCCC(=O)N2CCCCC2)cc1	-1.2	2.6	-4.2	0.4	-0.1	0.3	-3.2	3.8	98.4
c1ccc(-c2cn3c(n2)SCC3)cc1	-1.9	-0.2	4.5	5.5	0.1	2.3	5.9	1.1	102.3
Cc1nn(-c2ccc(C(=O)O)cc2)c(N)c1-c1ccccc1	0.1	-9.5	-3.5	7.8	0.0	-1.2	2.4	0.3	97.8
Cc1cccc(C)c1NC(=O)N1CCC(n2cnc3ccccc32)CC1	1.8	5.1	-0.1	2.1	0.2	-0.6	-13.7	2.7	86.3
COc1ccccc1Nc1nc(-c2sc(NC(=O)c3cccc(Cl)c3)nc2C)cs1	9.6	-7.9	-2.0	3.3	-0.1	1.3	-2.2	-2.2	100.7
COC(=O)C(NC(=O)COc1ccccc1)(Nc1nc2c(s1)CCCC2)C(F)(F)F (stereo not given)	-3.1	7.9	7.0	-6.4	0.1	0.3	-3.2	3.2	114.0
COc1ccccc1CCC(=O)OCC(=O)Nc1c(C)nn(-c2ccccc2)c1C	1.5	1.9	13.1	-20.1	0.0	3.0	-7.5	7.6	98.8
COc1ccc(OC)c(-n2c(=S)[nH]c3c(sc(=S)n3-c3ccccc3C)c2=O)c1	3.7	-0.3	4.3	9.1	0.0	-0.5	10.5	1.4	90.0
Cc1ccccc1-n1c(SCC(=O)Nc2ccccc2)nc2nc3c(cc2c1=O)CCCC3	-7.0	0.0	-3.2	7.6	0.1	2.2	-10.6	4.6	92.6
O=C(c1cc2cc(Br)cc(Br)c2oc1=O)N1CCOCC1	0.0	15.1	6.6	-9.7	0.0	0.3	-7.5	3.6	93.5
CCc1sc(C(=O)N2CCN(S(C)(=O)=O)CC2)cc1Br	-2.1	6.7	2.7	7.5	0.1	1.4	1.1	0.9	97.0
COc1ccc(N2C(=O)CSC2c2ccccc2F)c(OC)c1 (stereo not given)	-4.0	8.9	-6.5	5.2	-0.2	-1.4	-0.9	7.1	99.1
Cc1cc(C(F)F)nn1CC(=O)Nc1cc([N+](=O)[O-])ccc1F	1.3	-5.6	6.7	19.0	0.0	-2.2	5.6	-1.2	106.6
CCN(CC)S(=O)(=O)c1ccc(N2CCCCC2)c(C(=O)Nc2ccccc2N2CCOCC2)c1	2.2	1.6	-5.0	-12.0	-0.1	0.4	-7.0	2.9	94.5
CN(C)C(CNC(=O)c1cccs1)c1cccnc1 (stereo not given)	4.6	3.9	2.1	3.3	0.0	-2.0	1.5	2.1	106.9
COc1ccc2nc(SCC(=O)Nc3ccccc3)[nH]c2c1	-0.5	-3.0	-6.2	-1.2	0.1	2.9	-7.1	-0.1	69.1
Cc1ccccc1C(=O)NCC(=O)OCC(=O)NC(C)C1CC2CCC1C2 (stereo not given)	.	-9.2	6.3	-6.5	-0.1	.	.	-5.3	75.5
Cc1ccc(-c2cn3cccnc3n2)cc1	0.6	6.0	1.5	-4.8	0.2	-0.6	-0.1	8.5	108.1
Cc1cccc(-n2ncc3c2CCCC3NC(=O)C2CCOCC2)c1C (stereo not given)	-2.7	7.3	3.1	5.2	-0.4	3.8	-7.6	4.7	109.4
CCOc1cccc(-c2nc(C(N)=O)c3[nH]c(=O)n(-c4cccc(Cl)c4)c3n2)c1O	6.8	8.5	-5.0	-9.3	0.1	-3.0	-10.9	4.8	104.8
FC(F)(F)c1nnc2sc(-c3ccccn3)nn12	-3.6	-3.3	8.1	16.6	0.0	1.6	9.2	-0.4	108.1
Cc1cccc(NCc2ccc(O)c3ncccc23)c1	1.9	16.7	3.5	-10.7	-0.2	-0.2	1.3	15.2	106.1
COc1cc(OC)c(/C=N/n2c(C3CCCCC3)n[nH]c2=S)c(OC)c1	-3.6	-12.8	-0.7	0.3	0.0	-2.5	2.0	-19.5	98.9
CCOc1ccccc1NC(=O)CSc1nc2c(c(=O)n1C)SC(C)C2 (stereo not given)	0.9	1.2	-1.9	1.2	0.1	-0.7	5.5	6.1	93.2
CCNC(=S)N/N=C/c1ccco1	2.4	12.2	-4.2	-1.0	-0.1	1.6	3.3	8.9	101.5

Fetched one by one from above:
SMILES	Fam108B counter	MCL1-BIM inh	GLD-1 RNA inh	ZTA DNA inh	Efflux pump mplx	MEX-5 binding	EBNA-1 inh	BCLXL inh	Yeast superoxide
Cc1ccccc1C(=O)NCC(=O)OCC(=O)NC(C)C1CC2CCC1C2 (stereo not given)	.	-9.2	6.3	-6.5	-0.1	.	.	-5.3	75.5
CCc1sc(C(=O)N2CCN(S(C)(=O)=O)CC2)cc1Br	-2.1	6.7	2.7	7.5	0.1	1.4	1.1	0.9	97.0

Additional compounds follow:
SMILES	Fam108B counter	MCL1-BIM inh	GLD-1 RNA inh	ZTA DNA inh	Efflux pump mplx	MEX-5 binding	EBNA-1 inh	BCLXL inh	Yeast superoxide
O=C(COc1ccc([N+](=O)[O-])cc1)NNC(=O)c1cccs1	-2.0	9.5	4.0	3.5	0.0	-1.9	-8.9	3.9	94.6
C/C(=N\NC(=O)CNC(=O)c1cccc(F)c1)c1ccc2ccccc2c1	-5.2	1.9	-2.4	16.2	0.2	-1.5	-4.9	3.8	91.0
Cc1ccc(CONC(=O)c2ccc([N+](=O)[O-])cc2)cc1	.	1.2	-3.0	1.1	0.1	.	.	0.7	96.2
CC(C)(C)OC(=O)CNC(=O)c1nc[nH]c1C(=O)NCc1ccc(CNC(=O)OC(C)(C)C)cc1	-5.3	8.5	1.3	-4.4	0.0	3.5	8.7	1.1	106.0
C=CCn1c(=O)c2ccccc2n2c(SC(C)C(=O)Nc3nc(-c4ccccc4)cs3)nnc12 (stereo not given)	-2.8	-16.9	-10.6	-13.4	-0.2	1.4	-6.7	6.1	103.1
CCN(CC)CCCC(C)NC(=O)c1cccc(S(=O)(=O)N2CCc3ccccc32)c1 (stereo not given)	-1.9	-6.7	-0.2	-0.5	0.0	0.6	4.1	-8.0	113.2
O=c1c2ccccc2nc(-c2ccc(Br)cc2)n1Cc1ccccc1	3.0	-0.2	1.7	1.1	-0.1	-1.8	7.0	1.5	105.5
CC12CCC3(CO)COC(c4ccccc4O1)C2C3 (stereo not given)	1.2	8.3	4.5	14.6	0.2	.	2.3	5.4	99.2
COC(=O)c1cc(C(=O)OC)cc(-n2c(C)cc(C(=O)COC(=O)CNS(=O)(=O)c3ccc(C)cc3)c2C)c1	-4.7	-2.8	-0.2	4.9	-0.1	2.0	7.6	-1.8	91.9
O=C(c1cccs1)N(c1ccc(F)cc1)C1C=CS(=O)(=O)C1 (stereo not given)	-0.3	3.4	3.8	0.5	0.0	1.8	2.4	3.0	102.7
CCc1ccc(OCC(=O)NNC(=O)c2cc(S(=O)(=O)N(C)C)ccc2N2CCCC2)cc1	-0.2	3.3	-2.5	7.4	0.0	2.8	-7.1	3.3	101.1
Cc1cc(-c2nnc(CCC(=O)NCc3ccc(OC(F)(F)F)cc3)o2)no1	-4.0	3.1	-4.7	-23.0	0.0	1.8	-7.8	-0.8	104.9
O=C(c1ccc(N2CCCCS2(=O)=O)cc1)N1CCN(c2ccccc2F)CC1	-0.3	-2.6	-1.6	-6.8	0.1	2.2	-13.3	1.9	100.8
Cc1ccccc1OCC(=O)OCC(=O)Nc1ccc(S(N)(=O)=O)cc1	1.1	1.3	1.3	9.1	-0.2	-0.2	3.2	2.4	104.7
CNC(=S)Nc1cc(C)ccc1OC(F)F	-2.9	2.0	6.9	-4.9	0.0	-1.2	-6.3	4.1	122.6
Cc1c(C(=O)N2CCOCC2)c(S(=O)(=O)Nc2ccc(C(C)C)cc2)c(C)n1C	-1.0	-3.5	4.7	12.7	-0.1	-2.0	4.9	0.3	114.5
Cc1cc(C)cc(N(CC(=O)NC2CCCCC2)C(=O)c2csnn2)c1	1.0	16.1	-2.6	-23.8	-0.2	1.4	1.1	4.9	104.5
Cc1cc(=O)n2[nH]c(C)c(-c3ccc(Cl)cc3)c2n1	2.5	-0.6	-6.5	-3.7	0.0	-0.3	8.6	-50.1	84.4
C/C(=N\NC(=O)CNC(=O)C(c1ccccc1)c1ccccc1)c1ccc(C)cc1	3.8	-5.9	2.1	-9.8	0.0	-0.5	-1.6	-1.3	114.5
CCOC(=O)C1CCN(C(=O)Nc2ccc3oc(C)nc3c2)CC1	-7.3	2.0	6.8	3.3	0.0	-2.2	1.3	4.6	98.5
CCN(CC)CC(O)CN1C(=O)NC(C)(C)C1=O (stereo not given)	-6.3	3.7	9.7	2.6	-0.1	1.3	-8.3	3.1	101.2
Cc1ccc(-c2nnc(N3CCC(C)CC3)c3ccccc23)cc1C	-3.8	1.0	-5.1	1.9	0.0	3.4	-9.9	6.7	96.5
Cc1ccc(S(=O)(=O)NN2C(=O)/C(=C/c3cccs3)SC2=S)cc1	-1.1	12.8	-5.2	15.1	0.1	1.6	0.3	10.4	99.6
O=C(O)c1ccc(Nc2nc3ccccc3nc2NS(=O)(=O)c2ccc(F)cc2)cc1	1.2	9.4	1.8	6.7	-0.1	-0.7	5.0	12.0	103.5

From PubChem
